USP1-UAF1 inh – Inhibitors of USP1/UAF1: Primary Screen | Potency, µM (top dose mostly 57.1 µM), for inactives: top-dose activity change, negative = inhibition, actives largely listed as inhibitors | actives 0.23% (n = 390,000) | recombinant USP1/UAF1, Ub-Rhodamine cleavage fluorescence; also: potency is read from the fitted curve at half-maximal effect; % is scaled to controls: 0 for no effect and ±100 for the full control effect; nearly all actives have a fitted effect of over 60% in size; inactives centre near -12
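Step one: compound is pinned into 1nM USP1/UAF1 in HEPES pH 7.8 buffer with TCEP. Step two: 15 min room-temperature incubation. Step three: Ub-Rho (150nM final) starts cleavage, tracked by fluorescence over six one-minute reads.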
Vif-APOBEC3G blk – qHTS for Inhibitors of Vif-A3G Interactions: qHTS | DNA dC->dU-editing enzyme APOBEC-3G (Homo sapiens), Q9HC16 | HeLa A3G-eYFP + Vif (tagged APOBEC3G with the HIV-1 protein that degrades it), YFP fluorescence, overnight | Potency, µM (titrated, usually from 46.1 µM), for the others: at the top dose activity, negative = active, most hits filed as inhibitors | actives 0.076% (n = 410,000);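 also: potency is read from the fitted curve at half-maximal effect; % is scaled to controls: 0 for no effect and ±100 for the full control effect; nearly all actives have a fitted effect of over 60% in size; hits raise eYFP signal because A3G escapes Vif-driven loss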
Target sequence (Q9HC16 whole entry, looked up): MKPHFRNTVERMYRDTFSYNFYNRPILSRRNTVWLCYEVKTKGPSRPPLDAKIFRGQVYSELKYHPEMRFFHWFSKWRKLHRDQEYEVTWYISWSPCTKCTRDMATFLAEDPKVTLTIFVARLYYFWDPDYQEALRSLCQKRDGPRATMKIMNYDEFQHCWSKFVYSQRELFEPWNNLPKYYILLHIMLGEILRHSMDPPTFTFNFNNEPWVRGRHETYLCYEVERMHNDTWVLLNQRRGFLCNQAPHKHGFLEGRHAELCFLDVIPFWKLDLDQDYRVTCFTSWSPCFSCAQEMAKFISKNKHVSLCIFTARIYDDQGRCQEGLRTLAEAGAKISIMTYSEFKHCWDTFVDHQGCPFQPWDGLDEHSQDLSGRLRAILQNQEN
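Read-out is eYFP fluorescence (Ex 488/Em 500-530) from Vif-expressing HeLa A3G-eYFP cells; more signal means A3G escaped Vif-mediated degradation. Cells plated overnight, compound pinned in, incubated overnight at 37 deg C.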
rTrxR1 inhibitor – qHTS Assay for Inhibitors of Mammalian Selenoprotein Thioredoxin Reductase 1 (TrxR1): qHTS | Thioredoxin reductase 1, cytoplasmic (Rattus norvegicus), O89049 | recombinant rTrxR1, NADPH fluorescence consumption, selenite substrate | Potency, µM (series often up to 114 µM), without a hit: at the top dose activity change, negative = inhibition, actives largely listed as inhibitors | actives 1% (n = 390,000) | AID 588453, 2011; also: potency is read from the fitted curve at half-maximal effect; % is scaled to controls: 0 for no effect and ±100 for the full control effect; nearly all actives have a fitted effect of over 65% in size
Target sequence (O89049 whole entry, looked up): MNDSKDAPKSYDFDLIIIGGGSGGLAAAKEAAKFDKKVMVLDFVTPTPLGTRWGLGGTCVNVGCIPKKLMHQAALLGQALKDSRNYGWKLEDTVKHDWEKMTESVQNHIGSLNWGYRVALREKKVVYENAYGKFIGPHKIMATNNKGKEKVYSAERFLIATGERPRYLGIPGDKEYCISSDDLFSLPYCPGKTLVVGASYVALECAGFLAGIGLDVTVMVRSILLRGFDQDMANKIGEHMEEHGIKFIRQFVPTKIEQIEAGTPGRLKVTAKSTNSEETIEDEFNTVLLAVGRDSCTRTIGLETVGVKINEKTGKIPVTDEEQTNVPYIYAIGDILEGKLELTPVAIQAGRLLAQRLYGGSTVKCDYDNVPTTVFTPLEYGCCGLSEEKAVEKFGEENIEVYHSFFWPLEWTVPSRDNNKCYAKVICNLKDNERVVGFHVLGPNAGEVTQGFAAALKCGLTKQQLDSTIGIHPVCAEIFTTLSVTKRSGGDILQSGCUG
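Rat TrxR1 (90 nM in the dispensed reagent) was pre-reduced with 400 uM NADPH for 5 min at room temperature, then incubated with compound for 15 min. After 400 uM selenite was added, NADPH fluorescence (Ex 340/Em 450 nm) was followed for 8 min.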
IDH1 R132H inh – qHTS for Inhibitors of mutant isocitrate dehydrogenase 1 (IDH1): qHTS. IDH1-R132H enzyme, NADPH consumption, diaphorase/resazurin fluorescence. actives 0.093% (n = 390,000). Isocitrate dehydrogenase [NADP] cytoplasmic (Homo sapiens), O75874. Potency, µM (titrated, usually from 76.6 µM), for inactives: at the highest dose activity change, negative = inhibition, usual class: inhibitors. AID 602179, 2012; also: potency is read from the fitted curve at half-maximal effect; % is scaled to controls: 0 for no effect and ±100 for the full control effect; nearly all actives have a fitted effect of over 65% in size
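IDH1-R132H (0.5 ug/mL dispensed) in pH 7.5 Tris buffer was preincubated 30 min with compound, then given a substrate mix of 0.016 mM NADPH and 2 mM alpha-KG for 80 min at room temperature; remaining NADPH was read by diaphorase/resazurin fluorescence.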
TrxR1 substrate – qHTS Assay for Substrates of Mammalian Selenoprotein Thioredoxin Reductase 1 (TrxR1): qHTS; Thioredoxin reductase 1, cytoplasmic (Rattus norvegicus), O89049; purified TrxR1 substrate turnover, NADPH consumption readout; Potency, µM (top dose mostly 114 µM), without a hit: at the top dose activity change, negative = substrate turnover; actives 0.01% (n = 390,000); also: potency is read from the fitted curve at half-maximal effect; % is scaled to controls: 0 for no effect and ±100 for the full control effect; nearly all actives have a fitted effect of over 50% in size
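Rat TrxR1, dispensed at 90 nM, was prereduced with 400 uM NADPH (final) for 5 min at ~22 deg C, then incubated with compound 15 min before 400 uM selenite. A first-read NADPH fluorescence drop versus no-compound background flagged substrates.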
RGS4 inhibitor – Inhibitors of Regulator of G Protein Signaling (RGS) 4: qHTS | Regulator of G-protein signaling 4 (Homo sapiens), P49798 | Transcreener GDP fluorescence polarization, RGS4-accelerated GTP hydrolysis | Potency, µM (series often up to 114 µM), without a hit: at the highest dose activity change, negative = inhibition, hits mostly inhibitors | actives 0.039% (n = 390,000) | AID 504845, 2011; also: potency is read from the fitted curve at half-maximal effect; % is scaled to controls: 0 for no effect and ±100 for the full control effect; nearly all actives have a fitted effect of over 75% in size; some results filed as inactive show a strong effect at the top dose
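MLSMR compounds (23 nl, pin-transferred) preincubated 10 min at room temperature with a 500nM (2x) first reagent, then RGS4 at 900nM (2x) plus Transcreener GDP mix added; fluorescence polarization (620/688 nm) read before and after 90 min at 30 °C.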
LDHA inh – qHTS assay for inhibitors of human lactate dehydrogenase | L-lactate dehydrogenase A chain (Homo sapiens), P00338 | activity change, % (values are at about 110 or 230 µM) | actives 0.15% (n = 480,000) | purified LDHA, NADH/diaphorase-resazurin fluorescence; active compounds read low; in the data active = activity change below about -30%; inconclusive = mostly about -25% to -30%;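 also: plate controls were DMSO wells for no effect and wells without enzyme for full effect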
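Human LDH5 (2 nM) was incubated with 0.06 mM NADH and 0.2 mM pyruvate for 5 min at room temperature in Tris pH 7.4. Remaining NADH was coupled through diaphorase/resazurin, and resorufin fluorescence was read at 0 and 20 min.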
Vif-A3F inh – qHTS for Inhibitors of Vif-A3F Interactions: qHTS; HeLa A3F-eYFP + Vif (tagged APOBEC3F with the HIV-1 protein that degrades it), YFP fluorescence increase; Potency, µM (top dose mostly 46.1 µM), for inactives: at the top dose activity, negative = active; actives 0.2% (n = 390,000); also: potency is read from the fitted curve at half-maximal effect; % of control where 0% means no effect; nearly all actives have a fitted effect of over 65% in size
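Fluorescence increase (Ex 488/Em 500-530) after overnight compound treatment at 37 deg C flags inhibition of Vif-driven A3F-eYFP loss in stable HeLa A3F-eYFP/Vif cells seeded overnight beforehand.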
GRP78 ERSR act – qHTS for Inducers of the Endoplasmic Reticulum Stress Response (ERSR) in Human Glioma: qHTS. U87-MG GRP78 promoter luciferase reporter, 16 h. Potency, µM, for inactives: top-dose activation, most hits filed as activators. actives 0.02% (n = 420,000); also: potency is read from the fitted curve at half-maximal effect; series mostly up to about 76 µM; % of control where 0% means no effect; nearly all actives have a fitted effect of over 35% in size
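Stably transfected U87-MG glioma cells carrying a GRP78-based luciferase sensor; 16 h compound incubation. Luminescence end-point read 10 min after Bright-Glo addition at room temperature.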
* hit, by the source's call; u = inconclusive; & = joins results of further samples; [ ] = dose if it differs, or a comment. Unless noted, calls follow the shape of the dose curve; as a rule, active = well fitted curve in the direction sought with a large enough effect; inconclusive = small, poorly fitted or top-dose-only effect, or another doubt; inactive = no such curve, though single readings can be large; an effect the other way counts as inactive or inconclusive. An excerpt. The share of hits here may be higher or lower than overall.

The line under a structure holds: USP1-UAF1 inh, Vif-APOBEC3G blk, rTrxR1 inhibitor, IDH1 R132H inh, TrxR1 substrate, RGS4 inhibitor, LDHA inh, Vif-A3F inh, GRP78 ERSR act
CCS(=O)(=O)N1CCN(C(=O)COc2ccc(-c3ccccc3)cc2)CC1
→ -3.2%, -0.2%, -13.0%, 0.3%, 4.8%[57.1 µM], -8.5%, -5.9, 0.9%, -4.6%
Fc1ccccc1Nc1ncnc2c1nnn2Cc1ccccc1
→ -12.9%, -9.3%, 4.6%, 0.0%, -0.1%, -11.5%, -2.6, u, 12.2%
Nc1nccnc1C(=O)OCc1nc2sc3c(c2c(=O)[nH]1)CCCC3
→ -15.7%, -7.7%, -19.5%, 2.1%, 13.7%, 1.0%, -2.8, -10.1%, 1.8%
O=C(O)c1cccc(S(=O)(=O)Nc2ccc(-c3ccccc3)cc2)c1
→ -21.5%, 1.9%, 4.8%[57.1 µM], -3.2%, 11.9%[57.1 µM], -1.9%, -5.9, 3.9%, -2.2%
CCCN1C2=C(C(=O)CCC2)C(c2ccc(O)c(Br)c2)C2=C1CCCC2=O
→ -10.2%, 2.1%, -0.2%[57.1 µM], -3.2%, 13.4%[57.1 µM], -3.1%, 1.5, 10.2%, 1.6%
Cc1cc(NC(=O)Cn2nnc3sc4c(c3c2=O)CCCC4)no1
→ -0.7%, -1.9%, -4.9%, -5.0%, 1.1%, 5.2%, -6.9, 2.3%, -3.4%
COc1cc(CCC(=O)Nc2ccc(C)c(S(=O)(=O)N(C)C)c2)cc(OC)c1OC
→ -5.3%, 0.2%, 7.5%, 1.7%, -2.7%, -8.2%, -0.9, 7.3%, -1.9%
O=C(NCc1ccc(F)cc1)C(=O)NCC1OCCN1C(=O)c1cccs1 (stereo unspecified)
→ -15.1%, -2.7%, 10.5%, 1.5%, 3.3%, 27.1%, -9.2, 0.0%, -3.6%
COc1ccc(NC(=O)C2CCN(S(=O)(=O)c3ccc4c(c3)CCCC(=O)N4)CC2)cc1OC
→ -23.0%, 2.6%, 6.1%, 12.0%, -2.3%, -5.2%, 1.7, -1.0%, -1.3%
c1ccc(C2OC3c4cccc5cccc(c45)C3N2c2ccccc2)cc1 (stereo unspecified)
→ u, u, -16.3%, -2.4%, -7.9%, -37.2%, 10.0, -10.2%, 3.5%
O=S(=O)(NC1CCCC1)c1cc(F)ccc1F
→ -4.2%, -4.0%, 9.1%, -6.4%, 0.0%, 6.4%, 3.9, -7.9%, 2.0%
COc1cc(OC)cc(C(=O)Nc2cc3c(cc2N2CCCC2)n(C)c(=O)c(=O)n3C)c1
→ -26.1%, 0.9%, -8.7%[57.1 µM], 5.2%, 35.0%[activator][57.1 µM], -23.0%, 16.7, 0.3%, -1.7%
Cc1cccc(C)c1NC(=O)Nc1cccs1
→ -3.3%, 5.2%, 12.1%, 17.1%, 9.5%, -16.3%, 0.4, -12.1%, 1.0%
Cc1ccc(CNC(=O)/C=C/C(=O)O)cc1
→ -22.1%, -5.0%, -0.5%, -2.8%, 1.7%, 12.7%, -1.7, -1.0%, 1.2%
CCC(=O)Nc1ccc(C(=O)NNC(=O)c2ccccc2)cc1
→ -1.4%, 1.2%, -18.1%, -5.1%, -12.5%, 11.6%, -10.5, 1.7%, 0.4%
C[C@]12CCC(=O)C=C1CC[C@@H]1[C@@H]2CC[C@@]2(C)[C@H]1CC[C@@]21CCC(=O)O1
→ -11.7%, 4.4%, 9.5%, -8.2%, -4.8%, -36.2%, -2.7&-1.0, 1.3%, 1.8%
Cc1nc2ccccc2n1S(=O)(=O)c1ccc(Br)cc1
→ -14.2%, 1.6%, -1.6%, 0.8%, -7.4%, -9.1%, -4.0, -0.1%, -6.8%
Cn1c(SCC(=O)c2ccc(F)cc2)nnc1-c1ccccc1Br
→ -4.4%, 3.0%, -12.8%, -1.8%, 11.7%[11.4 µM], -38.1%, 2.0, -4.9%, -4.0%
CC(=O)c1ccc(C(=O)N2CCCC(CO)(Cc3ccccc3C)C2)s1 (stereo unspecified)
→ -14.0%, 3.9%, 10.6%, -3.0%, 0.6%, 11.9%, -7.4, -6.6%, -2.8%
CCOC(=O)c1c(C)[nH]c(CCC(=O)NCCCN2CCN(c3cc(C)ccc3C)CC2)c1C
→ -16.3%, -3.6%, 15.9%[57.1 µM], 0.9%, 0.9%[57.1 µM], 13.8%, -6.0, 3.3%, -4.4%
CCC(C)NC(=O)Cc1cn(C)c2ccccc12 (stereo unspecified)
→ -9.3%, -0.6%, 20.2%, 2.2%, 5.0%, -5.5%, -1.0, u, -3.5%
C=CCSC(=C(C#N)C#N)c1cc2c([nH]1)CCCC2
→ -11.8%, u, -26.1%, -0.5%, -12.0%, -15.1%, -3.2, u, -13.3%
CCc1nn2c(=O)c(S(=O)(=O)Nc3ccccc3)c(C)nc2s1
→ -6.9%, 3.1%, -0.1%, -1.5%, -6.1%, -11.7%, -4.0, -17.9%, -6.8%
Cc1cc(NC(=O)c2cccc(Cl)c2)ccc1-c1cc2ccccc2oc1=O
→ -15.0%, -1.1%, 123.5%[activator], 34.5%[activator], 183.9%[activator], -36.2%, -2.0, 2.4%, -1.8%
Cc1ncc([N+](=O)[O-])n1Cc1ccc(Br)cc1
→ -15.6%, -2.0%, 15.2%, 7.3%, 2.2%, -24.1%, -2.3, -6.1%, -5.8%
CC(C)CC1Nc2ccc(C(=O)NCCCOC(C)C)cc2NC1=O (stereo unspecified)
→ -25.8%, -3.1%, 4.7%, -0.4%, -1.9%, -20.6%, -2.5, -14.6%, -2.7%
S=C1NCCc2ccc(Cl)cc2C1c1ccccc1 (stereo unspecified)
→ -20.1%, 1.2%, -9.0%, -3.2%, -1.3%, -19.9%, -0.1, 4.9%, -4.9%
CCOC(=O)c1c(NC(=O)c2ccccc2C)sc2c1CCCC2
→ -16.2%, 7.8%, 12.0%, 6.5%, 23.9%, u, 4.9, 6.3%, -2.1%
Cc1ccc2c(cnn2C(=O)CCCC(=O)NCc2ccc(F)cc2)c1
→ -18.5%, -19.4%, 15.7%[57.1 µM], -5.6%, 6.5%[57.1 µM], 17.3%, -4.7, -0.4%, -1.2%
N#CCC(N)=C(C#N)C#N
→ u, -0.5%, 26.2%, 16.7%, 5.7%, -7.7%, -13.1, -0.7%, -1.9%
Cc1onc(-c2ccccc2)c1C(=O)N1CCN(c2ncccc2C(F)(F)F)CC1
→ -18.3%, 1.2%, -7.1%, 2.7%, -2.8%, -0.9%, -5.4, 4.3%, -2.4%
CC(=O)c1ccc(NC(=O)Nc2ccc(NS(=O)(=O)c3ccc(C)cc3)cc2)cc1
→ -13.0%, 2.1%, 0.1%, -2.1%, -10.1%, 0.2%, -5.8, 0.0%, 0.0%
CN(C)CCCNS(=O)(=O)c1cc(Cl)ccc1Cl
→ -9.0%, 1.7%, 22.4%, 3.4%, 3.4%, -21.4%, -3.0, -0.4%, -4.6%
CC(=O)NCCc1ccc(-c2csc(NC(=O)C3CC(=O)N(C4CCCC4)C3)n2)cc1 (stereo unspecified)
→ -11.7%, 2.1%, -14.5%, -4.5%, -9.4%, -3.5%, -9.7, 3.5%, -3.2%
CSc1ccccc1NC(=O)Nc1cccc(Cl)c1C
→ 9.4%, -0.2%, 3.6%[57.1 µM], -4.8%, -3.7%[0.0914 µM], 10.0%, -0.5, -1.6%, -4.9%
COc1cc(C(=O)NCc2ccc(S(N)(=O)=O)cc2)ccc1OCC(=O)Nc1cccc(C(F)(F)F)c1
→ -22.3%, -4.9%, 19.6%[57.1 µM], -9.0%, 3.0%, -35.2%, -3.1, 1.6%, 1.1%
Cc1c(C(=O)N(C)Cc2cccc(F)c2)oc2c(Cl)cccc12
→ -26.8%, -7.2%, -7.7%, 11.4%, 0.0%, -23.5%, 2.6, -1.0%, 3.2%

Source: PubChem (National Center for Advancing Translational Sciences (NCATS))
